BAZ2B inh – qHTS Assay for Inhibitors of BAZ2B | Bromodomain adjacent to zinc finger domain protein 2B (Homo sapiens), Q9UIF8 | AlphaScreen BAZ2B-H3K14Ac peptide displacement | Potency, µM (doses to about 114 µM), for inactives: at the highest dose activity change, negative = inhibition, usual class: inhibitors | hit rate 4.4% among 360,000 | AID 504333, 2011; further: on the % scale 0 is the no-effect control and ±100 the full control effect; nearly all actives have a fitted effect of over 60% in size
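BAZ2B 50 nM plus b-H3(5-23)K14Ac 50 nM, PBS pH 7.4/0.01% Tween-20, 30 min RT; compound added (max 110 uM), 30 min RT; streptavidin donor/Ni-chelate acceptor beads 10 ug/mL final, 20 min dark; AlphaScreen read.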
BLM helicase inh – qHTS Assay for Inhibitors of Bloom's syndrome helicase (BLM). RecQ-like DNA helicase BLM (Homo sapiens), P54132. recombinant BLM DNA unwinding, fluorescence dequenching. Potency, µM (series often up to 56.1 µM), for the others: at the top dose activity change, negative = inhibition, actives largely listed as inhibitors. hit rate 0.2% among 350,000. AID 2528, 2010;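 further: plate controls were vehicle for no effect and no enzyme for full effect; nearly all actives have a fitted effect of over 35% in size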
G9a block – qHTS Assay for Inhibitors of Histone Lysine Methyltransferase G9a; Potency, µM (doses to about 102 µM), without a hit: at the highest dose activity, negative = inhibition, most hits filed as inhibitors; G9a H3K9 monomethylation, AlphaScreen, 2 h; AID 504332, 2011; Histone-lysine N-methyltransferase EHMT2 (Homo sapiens), Q96KQ7; hit rate 8.8% among 350,000; further: on the % scale 0 is the no-effect control and ±100 the full control effect; nearly all actives have a fitted effect of over 75% in size
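Readings reflect AlphaScreen signal from monomethyl-H3K9 antibody detection. HMT at 20 nM; substrate b-H3K9 500 nM; cofactor SAM 20 uM; 2 h RT reaction; compounds tested as titrations in qHTS with 15 min preincubation.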
Pin1 inhibitor – qHTS Assay to Find Inhibitors of Pin1. Peptidyl-prolyl cis-trans isomerase NIMA-interacting 1 (Homo sapiens), Q13526. Pin1 FP peptide displacement, HiFluor488, 10 min. Potency, µM (series often up to 115 µM), for the others: at the top dose activity, negative = inhibition, usual class: inhibitors. hit rate 0.009% among 390,000. AID 504891, 2011; active means well fitted inhibition curve with a large enough effect in the polarisation, with a control signal flat, not every such curve was filed as active; inconclusive means small, poorly fitted or top-dose-only effect, or effect the other way, or a change in a side signal; inactive means no such curve, though single readings can be large or run the other way; the % refers to the polarisation; further: on the % scale 0 is the no-effect control and ±100 the full control effect
JMJD2A Tudor – qHTS Assay for Inhibitors of JMJD2A-Tudor Domain; AID 504339, 2011; hit rate 4.4% among 390,000; Lysine-specific demethylase 4A (Homo sapiens), O75164; Potency, µM (doses to about 114 µM), inactives show at the highest dose activity change, negative = inhibition, usual class: inhibitors; AlphaScreen JMJD2A-Tudor / H3K4me3 peptide binding; further: on the % scale 0 is the no-effect control and ±100 the full control effect; nearly all actives have a fitted effect of over 50% in size
Target sequence (O75164 whole entry, looked up, the tested form may be a part): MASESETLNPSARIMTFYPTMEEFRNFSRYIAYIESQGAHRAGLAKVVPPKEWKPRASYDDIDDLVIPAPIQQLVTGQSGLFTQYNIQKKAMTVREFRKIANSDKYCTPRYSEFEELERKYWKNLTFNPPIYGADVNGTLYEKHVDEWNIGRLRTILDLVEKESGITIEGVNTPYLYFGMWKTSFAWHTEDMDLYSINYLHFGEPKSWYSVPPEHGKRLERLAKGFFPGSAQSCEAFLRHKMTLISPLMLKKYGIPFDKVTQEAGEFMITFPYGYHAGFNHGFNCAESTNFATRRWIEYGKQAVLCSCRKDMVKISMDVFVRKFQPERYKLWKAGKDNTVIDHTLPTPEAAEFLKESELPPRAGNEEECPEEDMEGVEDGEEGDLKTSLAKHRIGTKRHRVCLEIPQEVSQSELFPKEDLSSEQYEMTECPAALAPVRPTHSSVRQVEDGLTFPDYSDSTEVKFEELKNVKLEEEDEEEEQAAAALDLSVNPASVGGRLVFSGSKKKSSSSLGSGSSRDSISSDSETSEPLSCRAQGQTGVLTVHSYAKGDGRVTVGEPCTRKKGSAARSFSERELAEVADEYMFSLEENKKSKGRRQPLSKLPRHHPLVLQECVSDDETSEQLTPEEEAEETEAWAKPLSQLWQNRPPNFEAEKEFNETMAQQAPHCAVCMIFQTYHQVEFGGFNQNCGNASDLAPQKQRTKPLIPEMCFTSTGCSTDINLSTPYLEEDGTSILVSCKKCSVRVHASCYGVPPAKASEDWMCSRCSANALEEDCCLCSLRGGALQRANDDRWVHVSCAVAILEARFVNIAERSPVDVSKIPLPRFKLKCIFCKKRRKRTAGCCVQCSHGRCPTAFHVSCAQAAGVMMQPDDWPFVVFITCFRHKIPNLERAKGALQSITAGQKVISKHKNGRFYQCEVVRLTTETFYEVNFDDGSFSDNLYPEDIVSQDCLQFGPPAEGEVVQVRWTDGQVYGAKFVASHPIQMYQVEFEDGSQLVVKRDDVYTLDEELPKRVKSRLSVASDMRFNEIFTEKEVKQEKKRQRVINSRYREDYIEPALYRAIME
HP1b binding inh – HTS for Inhibitors of HP1-beta Chromodomain Interactions with Methylated Histone Tails; hit rate 0.56% among 390,000; AID 540317, 2011; Potency, µM (highest dose often 114 µM), for inactives: top-dose activity change, negative = inhibition, actives largely listed as inhibitors; AlphaScreen HP1-beta / biotin-H3K9me3 peptide binding; Chromobox protein homolog 1 (Homo sapiens), P83916; further: nearly all actives have a fitted effect of over 70% in size; inactives centre near 23
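AlphaScreen: HP1-beta (50 nM) preformed 30 min with biotin-H3(1-18)K9me3 peptide (50 nM) in PBS pH 7.4, 0.01% Tween-20. Compound added for 30 min at RT, then streptavidin donor/nickel chelate acceptor beads (10 ug/mL) for 30 min.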
POLI inh – qHTS for Inhibitors of Polymerase Iota. DNA polymerase iota (Homo sapiens), Q9UNA4. Potency, µM (top dose mostly 115 µM), for the others: top-dose activity, negative = inhibition, usual class: inhibitors. AID 588590, 2011. Pol iota fluorescent replication assay, 10 min. hit rate 1% among 390,000
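Fluorescent replication assay read twice, at 0 min and 10 min after adding 50 nM (final) substrate. Enzyme (10 nM) and compounds were first incubated 15 min at room temperature; enzyme-free buffer wells were negative controls.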
PGK inhibitor – qHTS Assay to Find Inhibitors of Phosphoglycerate Kinase; hit rate 0.043% among 380,000; PGK/GAPDH coupled, Kinase-Glo luminescence, 60 min; AID 602233, 2012; Potency, µM (highest dose often 57.5 µM), inactives show top-dose activity change, negative = inhibition, most hits filed as inhibitors; further: on the % scale 0 is the no-effect control and ±100 the full control effect; nearly all actives have a fitted effect of over 60% in size
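Luminescent ATP detection (Kinase-Glo Plus) follows a 60-minute room-temperature incubation, with wells lacking PGK as controls. Buffer: 100 mM TEA (pH 7.6), 5 mM MgCl2, 0.01% Tween-20. Coupling enzyme GAPDH (100 nM final) supplies unstable 1,3-BPG in-well.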
GLS inhibitor – qHTS for Inhibitors of Glutaminase (GLS); Glutaminase kidney isoform, mitochondrial (Homo sapiens), O94925; GLS enzymatic activity, qHTS titration; Potency, µM (top dose mostly 45.5 µM), inactives show at the highest dose activity change, negative = inhibition, most hits filed as inhibitors; hit rate 0.21% among 410,000; AID 624170, 2012; further: on the % scale 0 is the no-effect control and ±100 the full control effect
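hKGA in 45 mM KH2PO4 (pH 8.2), 0.02% Tween-20 with compound, then 1mM L-Glutamine (stock as added) plus glutamate oxidase/HRP/Amplex red coupling mix. Fluorescence read initially and after 30 min at RT; signal change reflects glutamate formation.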
* = called active by the depositor; i = inactive; ? = inconclusive; . = no result given; [ ] = dose if it differs, or a comment. Unless noted, the call rests on the fitted dose curve; in most records, active means well fitted curve in the direction sought with a large enough effect; inconclusive means small, poorly fitted or top-dose-only effect, or another doubt; inactive means no such curve, though single readings can be large; an effect the other way counts as inactive or inconclusive. Potency means the concentration at half of the fitted maximal effect. The list is partial (hit frequency here may not be typical).

Sequence of screens: BAZ2B inh | BLM helicase inh | G9a block | Pin1 inhibitor | JMJD2A Tudor | HP1b binding inh | POLI inh | PGK inhibitor | GLS inhibitor
Cc1ccc(NC(=O)COc2ccccc2[N+](=O)[O-])nc1
→ -17% | -7% | -5% | ? | -12%[11.4 µM] | 43%[activator] | 85%[activator] | 4% | 0%
Cc1nc2c(cc1NC(=O)C(C)(C)C)nc(C)n2Cc1ccccc1
→ 6% | -10% | 22% | 7% | 8% | 39% | 15% | 1% | -1%
CCOc1ccc(-c2c(C(=O)N/N=C/c3ccccc3)nnn2-c2nonc2N)cc1
→ -12% | 0% | 0% | 1% | -14% | 31% | -11% | -5% | 15%
O=C(COC(=O)Cc1c(F)cccc1Cl)NC1CCS(=O)(=O)C1 (stereo unspecified)
→ 14% | . | -23% | 7% | -10% | 27% | 16% | -1% | 2%
CN(CC(=O)Nc1cccc(F)c1)CC(=O)Nc1cccc([N+](=O)[O-])c1
→ -19% | -6% | -16%[59 µM] | 1% | -4% | 44%[activator] | 177%[activator] | 2% | -19%
C=CCN(C(=O)CCC(=O)Nc1cc(C)on1)C(C(=O)NC1CCCC1)c1ccc(OC)c(OC)c1 (stereo unspecified)
→ 0% | -5% | 7% | 8% | -10% | 27% | 52%[activator] | i | -6%
COC(=O)c1ccc(C)c(NC(=O)c2nn(C)c(=O)c3ccccc23)c1
→ -2% | -2% | -2% | -9% | -15% | 23% | -5% | -7% | -1%
CC(C)Cn1c(C2CC(=O)N(c3ccccc3Cl)C2)nc2ccccc21 (stereo unspecified)
→ -8% | 1% | 0%[59 µM] | -1% | -2% | 34% | 58%[activator] | i | 9%
C/C(=N\NC(=O)c1c(Cl)c(C)nn1C)c1ccc(NC(=O)C2CCC2)cc1
→ -1% | -9% | 0%[12.7 µM] | 10% | -23% | 28% | 8% | -8% | -6%
COc1ccc(S(=O)(=O)N2CCCN(CC(=O)Nc3ccc(OC)cc3OC)CC2)cc1
→ -28% | -3% | 5%[59 µM] | 17% | -21% | 22% | 18% | -10% | 3%
Cc1cccc(-n2ncc3c(NCc4ccco4)ncnc32)c1
→ ? | -1% | -22%[59 µM] | 10% | -29% | -2% | -8% | -8% | 0%
O=C1OCCN1C(=O)[C@H]1[C@H](c2ccccc2)C(c2ccc(F)cc2)=NN1c1ccccc1
→ . | -15%[75.6 µM] | 76%[activator][59 µM] | ? | 21% | 136%[activator] | 7% | -2% | -4%
CCN(CC)c1ccc(/C=C(\C#N)C(=O)c2ccc(Br)cc2)cc1
→ -5% | ? | 16%[59 µM] | . | 14% | 76%[activator] | ? | -13% | -1%
O=C(Cc1n[nH]c(=O)c2ccccc12)NC(c1ccccc1)c1ccccc1
→ -12% | 1% | 14%[59 µM] | 5% | -9% | 64%[activator] | 2% | i | 3%
CCCCOC(=O)n1c(=O)oc2ccc(S(=O)(=O)N3CCCCC3)cc21
→ -8% | -7% | . | -5% | -14% | 12% | 58%[activator] | -3% | -6%
COc1ccc(C2(C)NC(=O)N(CC3CCCCC3)C2=O)cc1 (stereo unspecified)
→ -13% | -9% | ? | -4% | -20% | -4% | 47%[activator] | -10% | 9%
COc1cc(OC)cc(-c2cc3nc(C)c(CCC(=O)NCCc4cccc(C)c4)c(C)n3n2)c1
→ -2% | -1% | 0%[59 µM] | 2% | -5% | 36% | 30% | -3% | -1%
O=C(Nc1ccc(Oc2ccccc2)cc1)C1CCCO1 (stereo unspecified)
→ 7% | -7% | -6%[59 µM] | -1% | 100µM* | -2% | -13% | . | 1%
Cc1ccc(Cl)cc1N1CCN(S(=O)(=O)c2c(C(=O)N3CCOCC3)c(C)n(C)c2C)CC1
→ ? | -5% | -2%[59 µM] | 0% | -34% | 4% | 19% | 4% | 16%
C=CCNC(=S)Nc1ccc(N2CCOCC2)c(S(=O)(=O)Nc2ccccc2Cl)c1
→ ? | -9% | -7% | 6% | -24% | 4% | 130%[activator] | -5% | -13%
CCOC(=O)c1ccc(NC2=CC(c3ccc(OCC)cc3)N(c3ccc(C(=O)OCC)cc3)C2=O)cc1 (stereo unspecified)
→ -14% | -1% | -42%[59 µM] | 5% | -13% | 20% | -8% | 10% | 8%
Cc1occc1C(=O)N1CCCC(Nc2ccc(F)c(F)c2)C1 (stereo unspecified)
→ -16% | -2% | . | ? | -31% | 20% | 33%[activator] | 0% | 17%
COc1ccc(N2CCN(C(=O)c3ccccc3NS(=O)(=O)c3ccc(C)cc3)CC2)cc1
→ ? | -1% | 50µM* | 3% | ? | -19% | 17% | 0% | 3%
Cc1cc(C)c(C#N)c(N2CCC(C(N)=O)CC2)n1
→ -9% | 3% | 8% | 2% | -3% | 18%[57 µM] | 9% | i | 3%
CC(CCc1ccccc1)NC(=O)COC(=O)c1cccnc1Cl (stereo unspecified)
→ . | . | . | -10% | 5% | 31% | 10% | -3% | -13%
CC1CCN(Cc2c(C(=O)N/N=C/c3cccc(Cl)c3)nnn2-c2nonc2N)CC1
→ -31% | -4% | ? | 15% | 12% | 44%[activator] | 12% | i | -7%
CCCc1c(C(=O)Nc2ccc(F)cc2)cnn1-c1ccccc1
→ 3% | -4% | 11%[59 µM] | 3% | -5% | 36% | 6% | -5% | 0%
CCCn1c(SCC(=O)Nc2cccc(C(=O)OCC)c2)nnc1-c1ccoc1C
→ -28% | -3% | 19% | 7% | -27% | -11% | -6% | -1% | -1%
COc1ccc(S(=O)(=O)N(Cc2ccccc2)Cc2nc3ccccc3c(=O)[nH]2)cc1
→ 7% | -5% | 17%[59 µM] | 12% | -17% | 14% | -2% | -10% | 6%
CCCOc1ccc(C(=O)NNC(=S)NC(=O)c2ccco2)cc1
→ -12% | -3% | 40µM* | -8% | -31% | ? | 7%[58.9 µM] | i | ?
COc1ccc(C2C(CC(=O)O)=C(Nc3ccccc3)C(=O)N2c2ccccc2)cc1 (stereo unspecified)
→ -38% | 2% | ? | -16% | -23% | 41%[activator] | 11% | -3% | 7%
CC1=C(C(=O)Nc2cccc(F)c2)C(c2ccsc2)C2=C(CC(C)(C)CC2=O)N1 (stereo unspecified)
→ 14% | -2% | 23%[59 µM] | 1% | 21% | 65%[activator] | -7% | -11% | 11%
CCCC(C(=O)NCC1CCCO1)N(Cc1ccco1)C(=O)CNS(=O)(=O)c1ccccc1 (stereo unspecified)
→ 2% | -4% | -1% | 0% | -14% | 18% | 8% | -5% | -3%
Cc1ccc(NC(=O)CN(C)C(=O)COC(=O)c2ccc(NC(=O)CC#N)cc2)cc1
→ . | . | . | 28% | -12% | 15% | 2% | 8% | 5%
COc1ccc(C(NC(=O)C(C)C)c2c(O)ccc3ccccc23)cc1 (stereo unspecified)
→ -20% | -7% | 9% | -1% | -17% | 36% | -1% | i | 2%
Cn1c(N)c(C(=O)COC(=O)c2cnc(Cl)c(Cl)c2)c(=O)n(C)c1=O
→ -1% | -1% | 5% | 7% | -33% | -22% | 149%[activator] | -1% | -9%
O=C(CCn1nnc2ccccc21)Nc1nnc(COc2ccccc2F)s1
→ ? | -3% | 3% | 0% | -6% | 24% | 19% | 0% | 12%
COc1ccc(NC(=O)c2ccc[n+]([O-])c2)cc1
→ 12% | 0% | 32% | 0% | -13% | 20% | 14% | -1% | -4%
O=C(OCc1nc2ccccc2s1)c1cnccn1
→ 13% | -5% | -5%[59 µM] | 13% | -10% | 24% | 1% | -2% | -2%
COc1ccc(-n2c(O)c(C=NC3CC3)c(=O)[nH]c2=O)cc1
→ . | -2% | ? | -2% | -2% | 25% | 16% | -2% | 8%
CC(Oc1ccccc1)C(=O)N(CCC1=CCCCC1)c1c(N)n(Cc2ccccc2)c(=O)[nH]c1=O (stereo unspecified)
→ -15% | -7% | . | 31%[activator] | -9% | 11% | -14% | -11% | 0%
COC(=O)c1c(C)oc2ccc(N(C(=O)c3ccncc3)S(=O)(=O)c3ccc(OC)cc3)cc12
→ -14% | -13% | -48%[59 µM] | 5% | -25% | 10% | -13% | i | 5%
CN(C)C(CNC(=O)CNC(=O)c1ccc(Br)cc1)c1ccccc1 (stereo unspecified)
→ -17% | -7% | 85%[activator] | -1% | -14% | -6% | -4% | 12% | 0%
Cc1[nH]n(C(N)=S)c(=O)c1N=Nc1ccc(S(=O)(=O)N2CCCC2)cc1
→ -19% | -1% | ? | 3% | -25% | ? | 11% | -15% | 20%
Cc1cc2oc(=O)sc2cc1NS(=O)(=O)c1ccccc1
→ 4% | 1% | 19%[59 µM] | 1% | -4% | 13% | ? | i | 6%
CCc1ccc(NC(=O)c2ccc3c(c2)c(C)c(C)n3Cc2ccccc2)cc1
→ -14% | -7% | -8%[59 µM] | ? | -31% | 11% | 13% | -14% | -4%
CCOC(=O)c1c(C)oc2nc(C)nc(NCc3ccccc3OCC)c12
→ -19%[57.1 µM] | -9% | -23%[59 µM] | -6% | -2% | 24% | -1% | i | 4%
O=C(CCCCC(=O)NCCCc1ccccc1)NCCCc1ccccc1
→ -5% | 3% | . | -5% | 7% | 34%[activator] | -20% | -7% | -2%
O=C(NCc1cccc(Cl)c1)c1cc2c(s1)-c1ccccc1OC2
→ 64%[activator] | -8% | 144%[activator][59 µM] | 11% | 94%[activator] | 144%[activator] | 21% | -5% | 6%
COC(=O)Cc1c(OC)ccn(CCc2c[nH]c3ccccc23)c1=O
→ -2% | 0% | 4% | 1% | 1% | 26% | 28% | i | -14%
CC(=O)c1cccn1S(=O)(=O)c1ccccc1
→ -1% | 2% | 2% | -3% | 3% | 31% | 28% | -5% | -4%

Compound activity from PubChem BioAssay.
